Compound activity: PubChem, The Scripps Research Institute Molecular Screening Center
pPAFAH inh = pPAFAH (human) enzyme inhibition; Q13093; recombinant pPAFAH, FP-rhodamine probe fluorescence polarization; inhibition, % at 3.39 µM; 330,000 tested, 1.5% active; AID 463082;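 active = inhibition above the mean inhibition across the screen plus 3 SD, cut at about 25% in these data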;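 note: inhibitors block binding of the rhodamine activity-based probe so polarization drops; 0% = enzyme with DMSO and 100% = wells lacking pPAFAH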
LYPLA1 inh = LYPLA1 (human) inhibition in PME1 counter-screen. O75608. recombinant LYPLA1, FP-Rh probe fluorescence polarization. inhibition, % at 5.9 µM. 320,000 tested, 0.16% active;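 active = inhibition above the mean of all tested compounds plus 3 SD, set per campaign, cut at about 14% in these data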;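 note: inhibitors block serine hydrolase probe labeling of LYPLA1 so polarization falls; 0% = enzyme with DMSO and 100% = wells lacking LYPLA1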
Target sequence (O75608 whole entry, looked up): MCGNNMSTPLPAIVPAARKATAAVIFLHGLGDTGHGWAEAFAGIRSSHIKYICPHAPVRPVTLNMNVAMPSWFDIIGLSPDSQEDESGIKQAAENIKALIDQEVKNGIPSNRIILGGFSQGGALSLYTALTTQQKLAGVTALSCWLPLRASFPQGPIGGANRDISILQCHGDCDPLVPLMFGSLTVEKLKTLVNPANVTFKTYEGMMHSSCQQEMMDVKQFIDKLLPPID
PAFAH1B3 inh = PAFAH1B3 (human) inhibition; recombinant PAFAH1B3, FP-rhodamine probe, fluorescence polarization; inhibition, % at 3.39 µM; 340,000 tested, 0.28% active;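 active = inhibition above the screen-wide average of all tested compounds plus 3 SD, cut at about 25% in these data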;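 note: 0% = enzyme with DMSO only and 100% = wells lacking PAFAH1B3 protein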
Target sequence (Q15102 whole entry, looked up): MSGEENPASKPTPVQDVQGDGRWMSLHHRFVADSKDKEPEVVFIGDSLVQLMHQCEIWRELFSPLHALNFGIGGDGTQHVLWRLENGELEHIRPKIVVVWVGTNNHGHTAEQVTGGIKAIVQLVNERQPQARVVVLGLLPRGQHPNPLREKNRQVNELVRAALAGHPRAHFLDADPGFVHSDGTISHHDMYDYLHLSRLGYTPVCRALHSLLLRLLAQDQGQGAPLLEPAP
GSTO1 inh = GSTO1 inhibition, counter-screen for RBBP9 inhibitors. P78417. recombinant GSTO1, activity-based probe fluorescence polarization. inhibition, % at 5.96 µM. 300,000 tested, 1.1% active. AID 1974;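 active = inhibition above the campaign mean inhibition plus 3 SD, cut at about 35% in these data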;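 note: 0% = GSTO1-1 with DMSO and 100% = wells lacking GSTO1-1 enzyme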
Target sequence (P78417 whole entry, looked up): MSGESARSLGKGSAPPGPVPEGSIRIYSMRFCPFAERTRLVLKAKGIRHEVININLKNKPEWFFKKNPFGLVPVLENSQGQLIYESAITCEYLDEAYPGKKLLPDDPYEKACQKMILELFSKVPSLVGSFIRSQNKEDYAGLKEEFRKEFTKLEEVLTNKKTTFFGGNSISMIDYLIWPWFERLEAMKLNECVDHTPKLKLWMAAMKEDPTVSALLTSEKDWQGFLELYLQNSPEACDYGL
PAD4 inh = blocks human protein arginine deiminase 4; recombinant PAD4, RCA probe fluorescence polarization; inhibition, % at 6.36 µM; 330,000 tested, 0.41% active; AID 485272;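 active = percent inhibition above a cutoff equal to the mean of all tested compounds plus 3 SD, cut at about 15% in these data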;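 note: 0% = PAD4 with RCA probe and DMSO and 100% = probe without PAD4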
PME-1 inh = blocks human protein phosphatase methylesterase 1; Q9Y570; recombinant PME-1, FP-Rh probe fluorescence polarization; inhibition, % at 5.9 µM; 320,000 tested, 0.53% active; AID 2130;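 active = inhibition above the campaign mean of all compounds plus 3 SD, cut at about 26% in these data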;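 note: competitive labeling of PME-1 active site by serine hydrolase directed probe; 0% = PME-1 with DMSO and 100% = wells lacking PME-1 enzyme; inhibitors block probe labeling so polarization falls and inhibition rises; many of its hits are not listed in these tables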
Fam108B counter = Fam108B inhibition, counter-screen for RBBP9 inhibitors | 300,000 tested, 0.33% active | AID 1947 | inhibition, % at 9.51 µM | recombinant Fam108B, FP-Rh probe fluorescence polarization;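 active = inhibition above the screen mean inhibition plus 3 SD, computed separately per campaign, cut at about 18% in these data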;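 note: inhibitors lower polarization as less probe binds the enzyme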
PAFAH1B2 FP inh = blocks human PAF acetylhydrolase 1b catalytic subunit 2 | recombinant PAFAH1B2, FP-rhodamine activity probe, fluorescence polarization | inhibition, % at 3.39 µM | P68402 | 340,000 tested, 1.2% active | AID 492953;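 active = inhibition above the mean of all tested compounds plus 3 SD, cut at about 24% in these data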;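 note: 0% = enzyme with DMSO and 100% = wells lacking PAFAH1B2; many of its hits are not listed in these tables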
Target sequence (P68402 whole entry, looked up): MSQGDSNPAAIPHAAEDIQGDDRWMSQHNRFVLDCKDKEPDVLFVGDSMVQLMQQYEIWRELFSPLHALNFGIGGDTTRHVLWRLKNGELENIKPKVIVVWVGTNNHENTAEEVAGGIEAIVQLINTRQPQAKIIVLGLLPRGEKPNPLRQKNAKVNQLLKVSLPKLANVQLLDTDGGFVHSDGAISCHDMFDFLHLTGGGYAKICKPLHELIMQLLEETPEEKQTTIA
PAFAH2 inh = inhibitors of human PAFAH2; AID 492956; recombinant PAFAH2, FP-rhodamine activity probe, fluorescence polarization; 340,000 tested, 0.99% active; inhibition, % at 3.39 µM;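 active = inhibition above the mean over all tested compounds plus 3 SD, cut at about 30% in these data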;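 note: inhibitors block probe labeling of enzyme so polarization drops; 0% = enzyme with DMSO and 100% = wells lacking PAFAH2 protein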
* hit, by the source's call; . = no result given. An excerpt, so the mix of outcomes need not match the whole.

SMILES	pPAFAH inh	LYPLA1 inh	PAFAH1B3 inh	GSTO1 inh	PAD4 inh	PME-1 inh	Fam108B counter	PAFAH1B2 FP inh	PAFAH2 inh
CC(C)(C)NC(=O)c1ccc(NC(=O)c2ccccc2-c2ccccc2C(=O)O)cc1	-1	-2	-3	1	-2	7	2	0	3
Oc1ccc(-c2cnc3ccccc3n2)cc1	1	0	7	0	11	0	-1	-1	1
CCOC(=O)/C(C#N)=C/c1cn(CCC(=O)O)nc1-c1ccc(OC)cc1	1	-4	-5	3	-1	-4	-4	4	-1
CCC(C)Nc1nc2c(c(=O)[nH]c(=O)n2C)n1CCC(C)C (centres undefined)	2	1	4	-1	-7	-3	0	-4	-8
O=C(NC12CC3CC(CC(C3)C1)C2)N1CCN(C(=O)c2ccco2)CC1	2	2	3	-2	4	-2	-2	0	-3
CCOC(=O)C1CCc2sc(N)c(C#N)c21 (centres undefined)	4	3	6	10	-4	-4	-2	-2	4
COCCNC(=O)CSc1nc2c(n1-c1ccccc1)CCCC2	-1	3	6	3	0	-3	3	1	15
S=C(NC1CC1)NC1CCCc2ccccc21 (centres undefined)	6	1	4	9	2	-1	-5	3	-12
O=C1NC(=O)/C(=C/c2cccc(O)c2)N1	7	-3	2	4	-5	-1	1	3	3
Cc1nc2[nH]c(=S)[nH]c2cc1Br	-1	2	2	0	0	1	1	2	-2
O=C(Cn1cncn1)NCc1cccc2ccccc12	-6	1	0	1	-1	-2	-4	1	9
CC1CCCN(C(=O)c2ccc([N+](=O)[O-])o2)C1 (centres undefined)	1	-2	2	1	-3	-1	2	0	2
C#CCOCCOCCOCCNc1nc(N2CCN(C(=O)CCCCCCCCCCNC(=O)Cn3cc(CCCCCN)nn3)CC2)nc(N2CCN(C(=O)CCCCCCCCCCNC(=O)[C@@H]([C@H](C)O)n3cc(C)nn3)CC2)n1	5	0	-1	-4	1	1	-2	0	1
O=C(NN1CC(=O)N(c2cc(Cl)cc(Cl)c2)CC1=O)c1cccs1	1	1	8	13	-4	-5	-3	1	-3
O=C(COC(=O)c1c2ccccc2cc2ccccc12)Nc1ncc(C(F)(F)F)cc1Cl	-4	-7	-1	-6	-6	-7	-15	2	-6
CCOC(=O)Cc1csc(NC(=O)c2sc3nc4ccc(C)cc4cc3c2N)n1	9	-7	12	3	-5	58*	9	-2	-5
Cc1ccc(S(=O)(=O)NC2=NCN(CCOC(=O)c3ccccc3)CN2)cc1	-2	2	16	4	0	-1	-5	1	1
CCOC(=O)c1[nH]c2ccc(OCC)cc2c1CCCN1C(=O)c2ccccc2C1=O	1	-5	0	2	-2	3	0	4	-18
COc1ccccc1N1CCN(Cc2nc3ccsc3c(=O)[nH]2)CC1	9	0	6	10	-1	1	5	-2	5
CCN1C(=O)[C@H]2[C@@H](c3ccccc3)N3C(=O)N(c4cccc(F)c4)C(=O)[C@@]3(CC(C)C)[C@H]2C1=O	4	-2	3	-1	2	3	-2	3	0
CCC(CC)c1nc2cc(OC)c(OC)cc2c(=O)o1	-2	0	0	-13	-1	1	-1	3	2
Cc1ccc(S(=O)(=O)N2CCC(C(=O)N[C@@H](C)C(=O)NC3CCS(=O)(=O)C3)CC2)cc1 (some centres undefined)	-1	3	.	6	3	-2	5	.	.
Cn1c(NC(=O)c2cccs2)c(-c2cccs2)c(=O)c2ccccc21	8	0	3	-6	-4	1	-1	4	6
COc1ccc2ncc(S(=O)(=O)c3ccccc3)c(N3CCC4(CC3)OCCO4)c2c1	1	-6	0	-6	3	4	5	-4	-5
CCCCn1c(N)c(N(CC(C)C)C(=O)c2ccc([N+](=O)[O-])o2)c(=O)[nH]c1=O	4	-5	4	.	-7	-10	.	9	2

Single records, as listed above. Screens in order: pPAFAH inh, LYPLA1 inh, PAFAH1B3 inh, GSTO1 inh, PAD4 inh, PME-1 inh, Fam108B counter, PAFAH1B2 FP inh, PAFAH2 inh
Shown for Oc1ccc(-c2cnc3ccccc3n2)cc1 : 1, 0, 7, 0, 11, 0, -1, -1, 1
Shown for O=C(Cn1cncn1)NCc1cccc2ccccc12 : -6, 1, 0, 1, -1, -2, -4, 1, 9

Continuation:
SMILES	pPAFAH inh	LYPLA1 inh	PAFAH1B3 inh	GSTO1 inh	PAD4 inh	PME-1 inh	Fam108B counter	PAFAH1B2 FP inh	PAFAH2 inh
CC1CCCN(C(=O)CCc2ccccc2)C1 (centres undefined)	-4	3	-6	5	1	0	1	1	7
Cc1cc(C(=O)N/N=C\c2cc(C(C)(C)C)c(O)c(C(C)(C)C)c2)n[nH]1	0	-4	2	6	-2	4	-1	-1	3
O=C(CSc1nnc(C2CC2)n1Cc1ccccc1)c1cc2ccccc2o1	7	-2	4	-1	-18	-10	-5	5	5
CCn1c(C)nc2cc(C(=O)N/N=C/c3ccc(OC)cc3)ccc21	3	0	.	-5	-7	-9	5	.	.
CCOc1ccccc1N(CC(=O)NC1CCCC1)S(=O)(=O)c1ccc(C)cc1	-3	-1	-4	0	0	4	-2	4	4
Cc1nc(SCC(=O)NNC(=O)c2cccs2)[nH]c(=O)c1C	2	5	14	12	0	-6	4	-3	-3
O=C(c1ccc2nc(N3CCCCC3)sc2c1)N1CCN(c2ccccn2)CC1	-1	2	-2	0	0	-3	1	3	3
CC(=O)c1ccc(S(=O)(=O)NCc2ccc(C(=O)N(C)CC(=O)Nc3cccc(F)c3)cc2)cc1	4	1	6	4	3	1	0	5	-1
CC(CN1C(C)CCCC1C)OC(=O)c1cccc(F)c1 (centres undefined)	2	-1	5	4	-6	-8	1	1	7
CCCn1c(-c2cc(OC)c(OC)c(OC)c2)nc2c1c(=O)[nH]c(=O)n2Cc1ccccc1	0	0	-1	-3	-2	4	1	1	-11
Cc1cccc(NC(=O)C2CC(=O)OC23CCCCC3)c1 (centres undefined)	3	2	8	-2	-2	2	0	3	1
Cc1cc(NS(=O)(=O)c2ccc(NC(=O)CSc3nnc(-c4ccco4)n3N)cc2)nc(C)n1	-4	-4	8	1	1	3	-5	3	-8
CC1=Nc2ccccc2N=C(NC(=O)CSC(=S)N2CCCCC2)C1c1ccccc1 (centres undefined)	2	-5	7	-1	-1	0	-4	13	3
COC(=O)c1ccc(C)c(NC(=O)c2ccc(Cl)c([N+](=O)[O-])c2)c1	12	0	4	-1	2	2	0	9	3
CN1C(=O)[C@@H]2[C@@H]3C[C@@H]([C@H]4ON=C(c5ccccc5OCC#N)[C@@H]34)[C@@H]2C1=O	-5	-1	7	3	-2	1	-1	4	-4
CC(=O)c1ccc(NC(=O)Cn2cnc(S(=O)(=O)N3CCc4ccccc43)c2)cc1	5	-4	-1	-5	2	-1	0	3	0
COc1cccc(NC(=O)Nc2nnc(N3CCCCC3C)s2)c1 (centres undefined)	8	-4	3	-3	-3	44*	1	5	7
COc1ccc(-n2c(SC)nc(O)c(Cc3ccccc3)c2=O)cc1	5	-3	-7	6	1	6	-3	3	1
CC(C)CCOP(=O)(c1ccc(N(C)C)cc1)C(O)c1ccc(C(C)C)cc1 (centres undefined)	6	1	13	4	3	3	2	6	1
NC(=O)CSc1nc2ccccc2n1Cc1ccccc1	4	-1	3	5	3	2	1	5	-3
COC(=O)c1ccc(-n2c(CCC(=O)O)ccc2-c2ccccc2)cc1	11	2	-4	5	-5	-1	-2	-1	6
COc1cccc(CNCc2ccc(OC)c3ccccc23)c1OC	-4	-4	9	7	0	4	4	3	1
O=C(Nc1ccccc1N1CCCC1)c1ccccc1F	-2	2	1	6	-3	2	3	5	-1
O=C(C1CCN(S(=O)(=O)c2cccs2)CC1)N1CCCCC1	6	0	2	5	1	-1	-4	-2	4
COc1ccccc1-n1nnnc1SCC(=O)Nc1ccccc1	2	4	3	-3	-1	6	-2	12	0
The list goes on:
SMILES	pPAFAH inh	LYPLA1 inh	PAFAH1B3 inh	GSTO1 inh	PAD4 inh	PME-1 inh	Fam108B counter	PAFAH1B2 FP inh	PAFAH2 inh
[O-][n+]1ccc(C(O)c2ccccc2)cc1 (centres undefined)	0	2	9	-2	1	-2	0	4	12
CCOC(=O)CSc1cn2c(n1)CCC2	2	3	8	0	-5	0	3	-1	-10
CCC(C)[C@@H](C(=O)Nc1ccc(OC)c(OC)c1)N1Cc2ccccc2C1=O (some centres undefined)	4	-3	7	14	-2	0	0	4	6
COc1cccc2c(=O)cc(C)n(CC(=O)Nc3ccc(Br)cc3)c12	-2	-3	3	3	2	1	-4	-2	-3
Cc1cc(=O)oc2cc(OCC(=O)N/N=C/c3ccccc3O)ccc12	5	2	11	3	-2	5	-2	1	3
CCOc1ccc(/C(O)=C2/C(=O)C(=O)N(CCCN3CCOCC3)C2c2ccc(F)cc2)cc1C (centres undefined)	9	-9	7	-3	0	-1	2	2	-9
CCC1=C(OC(=O)N(CC)CC)N2C(=O)OC(=NCC3CC3)[C@]2(Cc2ccccc2)[C@H]2C1=CC[C@H]1C(=O)N(CC)C(=O)[C@H]12	1	-2	5	4	4	-1	4	-3	-8
COc1ccc(N2CCN(CCNC(=O)CCNS(=O)(=O)c3cccs3)CC2)cc1	7	1	7	-1	2	8	0	0	8
CCCc1nc2ccc(N)cc2c(=O)n1Cc1ccccc1Cl	7	2	11	0	2	-2	-3	-2	10

4 entries from above, as labelled records.
CCOC(=O)C1CCc2sc(N)c(C#N)c21 (centres undefined)
- pPAFAH inh: 4
- LYPLA1 inh: 3
- PAFAH1B3 inh: 6
- GSTO1 inh: 10
- PAD4 inh: -4
- PME-1 inh: -4
- Fam108B counter: -2
- PAFAH1B2 FP inh: -2
- PAFAH2 inh: 4
COc1ccc(-n2c(SC)nc(O)c(Cc3ccccc3)c2=O)cc1
- pPAFAH inh: 5
- LYPLA1 inh: -3
- PAFAH1B3 inh: -7
- GSTO1 inh: 6
- PAD4 inh: 1
- PME-1 inh: 6
- Fam108B counter: -3
- PAFAH1B2 FP inh: 3
- PAFAH2 inh: 1
Cc1cc(=O)oc2cc(OCC(=O)N/N=C/c3ccccc3O)ccc12
- pPAFAH inh: 5
- LYPLA1 inh: 2
- PAFAH1B3 inh: 11
- GSTO1 inh: 3
- PAD4 inh: -2
- PME-1 inh: 5
- Fam108B counter: -2
- PAFAH1B2 FP inh: 1
- PAFAH2 inh: 3
Cc1ccc(S(=O)(=O)NC2=NCN(CCOC(=O)c3ccccc3)CN2)cc1
- pPAFAH inh: -2
- LYPLA1 inh: 2
- PAFAH1B3 inh: 16
- GSTO1 inh: 4
- PAD4 inh: 0
- PME-1 inh: -1
- Fam108B counter: -5
- PAFAH1B2 FP inh: 1
- PAFAH2 inh: 1
